Source: PubChem
Mm-Cpn inhibitor = inhibitors of Methanococcus maripaludis chaperonin (MmCpn); Potency, µM (top dose mostly 76.9 µM), for inactives: at the highest dose activity, negative = inhibition, usual class: inhibitors; 0.031% of 330,000 active; purified Mm-Cpn ATPase, ADP Transcreener TR-FRET; active = well fitted inhibition curve with a large enough effect; also: nearly all actives have a fitted effect of over 80% in size
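Inhibition of chaperonin ATP hydrolysis is measured as reduced ADP production, detected by competitive TR-FRET in which signal falls with ADP. Final enzyme 25 nM and ATP 10 uM, reacted 30 min at 37°C.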
* hit, by the source's call; [ ] = another dose, or the depositor's remark. % is scaled to controls: 0 for no effect and ±100 for the full control effect; potency is read from the fitted curve at half-maximal effect. The list is partial, so the mix of outcomes need not match the whole.

Molecule | Mm-Cpn inhibitor
COc1cc(-c2nn3c(-c4ccco4)nnc3s2)cc(OC)c1OC | -16%
CCn1nc(C)cc1C(=O)N1CCCC(N2CCN(c3cccc(Cl)c3)CC2)C1 (stereo unspecified) | -1%
COc1ccc(N(C(=O)c2ccncc2)S(=O)(=O)c2ccc(F)cc2)cc1 | 0%
Cc1cc(NC(=O)COc2cccc3cccnc23)no1 | -2%
C=C(C)COc1ccc(-c2nc(N)ncc2-c2ccc(OC)cc2)c(O)c1 | -3%[15.4 µM]
COc1ccc(S(=O)(=O)N2CCOCC2)cc1NC(=O)CSc1nnc2ccccn12 | 4%
CC(C)CCc1c(O)nc(SCC(=O)N2CCCCCC2)[nH]c1=O | -2%
CC(OC(=O)c1ccc2ncsc2c1)C(=O)NCc1ccccc1 (stereo unspecified) | -2%
CN(C)CCCN(C(=O)c1ccc2c(c1)OCCO2)c1nc2ccc(Cl)cc2s1 | 3%
O=C(O)C1C2C=CC(C2)C1C(=O)NCc1ccccn1 (stereo unspecified) | 1%
O=C1NCCCC2c3cc(O)c4ccccc4c3OC12N1CCCCC1 (stereo unspecified) | -5%
O=C(CCS(=O)NCc1ccccc1)NCc1ccccc1 (stereo unspecified) | 1%
CCCOc1nc2c(c(=O)n(C)c(=O)n2C)n1CC | 0%
O=C(COc1ccccc1)Nc1ccc(Cl)cc1Cl | 1%
c1ccc(C2CCC3(CC2)Oc2ccccc2C2CC(c4cccnc4)=NN23)cc1 (stereo unspecified) | 0%
CC(C)n1c(-c2ccccc2)nc(=S)c2c1CCCC2 | 1%
N#C/C(=C\c1cc(Cl)c(OCc2ccc(Cl)cc2)c(Cl)c1)C(N)=O | 1%
C/C=C\C=C/C(=O)Nc1cccc(C2=NOC3(C2)C[C@@H](C(N)=O)N(C(=O)c2ccccc2)C3)c1 (stereo partly specified) | -2%
O=C(Cc1ccc(Cl)cc1)NCc1nc(-c2ccccc2)no1 | -3%
NC(=O)C1CCN(c2nc(-c3ccc4c(c3)OCO4)cs2)CC1 | 0%
CC(=O)c1ccc(N2CCN(C(=O)Cn3c(=S)[nH]c4ncccc4c3=O)CC2)cc1 | -10%
CCOc1ccc(NC(=S)N(CC)Cc2ccccc2)cc1 | 0%
CCOc1cc(NC(=O)c2cnccn2)c(OCC)cc1NC(=O)c1ccc(OC)cc1 | 0%
O=C1C=CC(=O)N1c1ccc(I)cc1Cl | 2%
COc1ccccc1N1CCN(C2CCN(C3CCC(c4ccccc4)CC3)CC2)CC1 (stereo unspecified) | 0%
CCCCn1c(C)cc2c(c1=O)C1O[C@](c3ccc(OC)cc3)(Cc3cc(OC)c(OC)cc31)O2 | 1%[15.4 µM]
CCc1nnc(NC(=O)c2csc3c2CCC(C)C3)s1 (stereo unspecified) | 0%
O=C(Cn1nnc2ccccc2c1=O)NCCc1ccc(F)cc1 | 2%
O=C(O)c1ccc2c(c1)C(=O)N([C@H](Cc1ccc([N+](=O)[O-])cc1)C(=O)O)C2=O | 0%
COc1ccc(S(=O)(=O)Cc2ccc(C(=O)NCc3ccc(F)cc3)o2)cc1 | 2%

3 entries from above, ordered by number of heavy atoms, descending:
Molecule | Mm-Cpn inhibitor
COc1ccc(S(=O)(=O)Cc2ccc(C(=O)NCc3ccc(F)cc3)o2)cc1 | 2%
C=C(C)COc1ccc(-c2nc(N)ncc2-c2ccc(OC)cc2)c(O)c1 | -3%[15.4 µM]
CCCOc1nc2c(c(=O)n(C)c(=O)n2C)n1CC | 0%

The list continues:
Molecule | Mm-Cpn inhibitor
COc1ccc(C)cc1NC(=O)C(c1ccccc1)N1CCNC(=O)C1 (stereo unspecified) | -1%
O=C(CSc1nnc(-c2ccc(Cl)cc2)o1)N1CCN(c2ccccc2)CC1 | -1%
COc1cc(/C=C/C(=O)Nc2ccccc2C(F)(F)F)cc(OC)c1OC | -1%
C/C(=N\Nc1ccc(F)cc1F)c1cccs1 | 0%
O=C1NC(Cc2ccc(O)cc2)c2nc3ccc(Cl)cc3c(=O)n2-c2cc(Cl)ccc21 (stereo unspecified) | 2%
CC(CCc1ccccc1)NC(=O)CCCCCNc1nc(=S)[nH]c2ccccc12 (stereo unspecified) | 0%
CCN(CC)C(=O)c1ccc2c(c1[N+](=O)[O-])C(=O)c1ccccc1C2=O | 1%
Cc1cc(Cl)ccc1OCC(O)CN1C(C)CCCC1C (stereo unspecified) | -3%
CN(C)S(=O)(=O)N(CC(=O)Nc1ccccc1C(F)(F)F)c1ccccc1 | 0%
CSc1nc(-c2ccco2)nn1S(=O)(=O)c1ccccc1 | 0%
COC(=O)c1ccccc1NC(=O)CN1CCC(n2nnc3cc(C)ccc32)CC1 | -1%
c1ccc(Cn2c(-c3cccs3)nc3nc4ccccc4nc32)cc1 | -2%
Cc1ccc(/C=C2/SC(=S)N(CCC(=O)N3CCN(c4ccccc4)CC3)C2=O)cc1 | -1%
COc1cc(OC)c(C(=O)NCC(c2cccs2)N(C)C)cc1OC (stereo unspecified) | 0%
CCc1ccc(NC(=O)CN2C(=O)C(=O)N(Cc3ccccc3)C2=O)cc1 | -2%
C[C@@H]1NC(=O)c2cc([N+](=O)[O-])cc(I)c2OCC[C@@H](C(N)=O)NC(=O)[C@H](CCC(=O)O)NC1=O | -2%
CSCSC1=C(C#N)C(c2ccc(Cl)cc2)C(C(C)=O)=C(C)N1 (stereo unspecified) | -6%
Cc1nc(NC(=O)c2cccc(Cl)c2)sc1-c1csc(Nc2cccc(Cl)c2)n1 | -17%
CCN1CCN(C(=O)N[C@@H](C(=O)N[C@@H]2C(=O)N3[C@@H]2SC(C)(C)[C@@H]3C(=O)O)c2ccccc2)C(=O)C1=O | 3%
NC(=O)c1ccc(N=Nc2c(O)c3ccccc3[nH]c2=O)cc1 | 0%
COc1ccc([C@]23Cc4cc(OC)c(OC)cc4C(O2)C2=C(CC(C)(C)CC2=O)O3)cc1 | -4%[15.4 µM]
CCCc1nc(SCC(=O)N2CCc3ccccc32)c2c(C)c(C)sc2n1 | -7%
CSCCC(NC(=O)c1ccco1)C(=O)OCC(=O)Nc1sccc1C#N (stereo unspecified) | 0%
CC(=O)C1=C(C)NC(SCC(=O)c2ccccc2)=C(C#N)C1c1ccco1 (stereo unspecified) | -12%
COc1ccc(-c2c(C)c3ccc(OCC(C)=O)cc3oc2=O)cc1 | -17%
CCOCC(=O)Nc1cc(C(=O)Nc2cc(C)cc(C)c2)ccc1Cl | -1%
Cc1ccc(C(=O)N[C@@H](C)CN2C3=NC[C@H](C)N3C[C@H]2Cc2ccc(O)cc2)cc1Br | -9%
CCN1CCC(C(=O)NC2CCCC2)(N(Cc2cccs2)C(=O)Cn2nnc3ccccc32)CC1 | -1%
COc1ccc(/C=C2\Sc3ccc(C(=O)N4CCc5ccccc5C4)cc3N(C)C2=O)cc1 | -1%
CCCCn1c(C)cc2c(c1=O)[C@H]1O[C@](CCCC)(Cc3c1ccc1ccccc31)O2 | -1%[15.4 µM]

Reformatted: 4 of the compounds above.
mol: COc1ccc(/C=C2\Sc3ccc(C(=O)N4CCc5ccccc5C4)cc3N(C)C2=O)cc1
  Mm-Cpn inhibitor = -1%

mol: CC(CCc1ccccc1)NC(=O)CCCCCNc1nc(=S)[nH]c2ccccc12 (stereo unspecified)
  Mm-Cpn inhibitor = 0%

mol: O=C1NC(Cc2ccc(O)cc2)c2nc3ccc(Cl)cc3c(=O)n2-c2cc(Cl)ccc21 (stereo unspecified)
  Mm-Cpn inhibitor = 2%

mol: CCN(CC)C(=O)c1ccc2c(c1[N+](=O)[O-])C(=O)c1ccccc1C2=O
  Mm-Cpn inhibitor = 1%

(cont.)
Molecule | Mm-Cpn inhibitor
CCN(CC)CCCNC(=S)N(Cc1ccco1)Cc1cc2cc3c(cc2[nH]c1=O)OCCO3 | 4%
CCC(C(=O)O)n1nnc(-c2ccc(OCc3ccccc3)c(OC)c2)n1 (stereo unspecified) | 1%
CCOc1ccc2nc(C)cc(Nc3ccc(N4CCOCC4)cc3)c2c1 | -9%
Cc1ccc(-c2nn3c(-c4ccco4)nnc3c3ccccc23)cc1S(=O)(=O)N1CCOCC1 | -3%
CCNc1nc(NCC)nc(ON=C(C)C)n1 | -1%
CCCC[C@]12Cc3ccccc3[C@H](O1)C1=C(O2)C(=O)c2ccccc2C1=O | 0%[15.4 µM]
COc1cc2c(cc1OC)C1O[C@](c3ccsc3)(C2)OC2=C1C(=O)OC1(CCCCC1)C2 | -2%[15.4 µM]
Cc1cccc2nc(COc3ccc(-c4ccccc4)cc3)cn12 | 5%
CCCCNC(=O)c1c(N)n(/N=C/c2ccccn2)c2nc3ccccc3nc12 | 2%
CC1(OC(=O)C2CCCC2)C(=O)C=C2C=C(c3ccsc3)N(CCN3CCOCC3)C=C2C1=O (stereo unspecified) | 1%
Cn1ncc2c(NCc3cccc(C(F)(F)F)c3)c(C(=O)O)cnc21 | -2%
C(=N\Nc1ncnc2sc3c(c12)CCC3)/c1cccs1 | 1%
CC(=O)N(Cc1ccco1)Cc1cc2cccc(C)c2n2nnnc12 | 0%
CN(C)CCCNc1c(C(=O)O)cnc2c1cnn2C | 2%
Cn1ccc2cc(-c3ccc4ncnc(NCc5ccc6c(c5)OCO6)c4c3)ccc21 | -5%
CCOC(=O)Cn1nnnc1C(CC)N(Cc1cc2c(C)cc(C)cc2[nH]c1=O)C1CCCC1 (stereo unspecified) | 0%
CN(C)c1ccc(/C=C/c2cc[n+]([O-])cc2)cc1 | -22%
NC(=O)C1CCN(c2nc(-c3cccc(F)c3)cs2)CC1 | 1%
COc1cc2c(cc1OC)C1O[C@](c3ccsc3)(C2)Oc2c1c(=O)oc1ccc(F)cc21 | -7%[15.4 µM]
Cc1ccc(Cn2c(=N)c(C#N)cc3c(=O)n4cccc(C)c4nc32)cc1 | -1%
O=C1c2cccnc2C(Nc2ccc(Br)cc2Br)N1Cc1cccs1 (stereo unspecified) | 0%
COc1ccc(C2c3c(oc4ccc(Cl)cc4c3=O)C(=O)N2Cc2ccco2)cc1OC (stereo unspecified) | 0%
O=C(O)c1ccc(Cl)c2c1C1C=CCC1C(c1ccccn1)N2 (stereo unspecified) | -11%
CSCCNC(C)=O | -1%
O=C(NC(=S)Nc1ccc2oc(=O)ccc2c1)c1ccc(-c2cccc(Cl)c2Cl)o1 | -7%
Cc1ccc(-n2[nH]c(C)c(/C=N/NC(=O)c3ccc([N+](=O)[O-])cc3)c2=O)c(C)c1 | -4%
O=C(NC(=O)c1ccccc1)NC1(C(F)(F)F)OCCO1 | 0%
Cn1c(N)c(C(=O)COC(=O)c2cc(-c3ccco3)nc3ccccc23)c(=O)n(Cc2ccccc2)c1=O | 0%
CCOC1=C/C(=C/c2c(N)n3oc(C)cc3nc2=O)C=CC1=O | -3%
COc1cc2cc(CN(Cc3nnnn3C3CCCC3)C3CCCC3)c(=O)[nH]c2cc1OC | -1%
Cc1nnc(NC(=O)c2cc(-c3ccco3)nc3ccccc23)s1 | -5%
Cc1ccc(N2C(=O)c3ccccc3C2O)nc1 (stereo unspecified) | 0%
Cc1sc2nc(C(C)Sc3nnc(C)n3-c3ccccc3)[nH]c(=O)c2c1C (stereo unspecified) | 0%
CC(C)CCOc1ccc(C(=O)CCNC(C)C(=O)O)cc1 (stereo unspecified) | -1%
C[C@H]1CC[C@H]2C(=O)N3[C@H](c4ccccc4Br)[C@@H](C)CC[C@H]3C(=O)N2[C@@H]1c1ccccc1Br | -1%
CCC(=O)NCCNc1ccc([N+](=O)[O-])cn1 | 2%
COc1ccc2c3c(c(=O)oc2c1)C1O[C@](c2ccsc2)(Cc2cc(C#N)ccc21)O3 | -8%[15.4 µM]
Cc1cccc(-c2csc(N3CCC(C(N)=O)CC3)n2)c1 | -1%
COc1ccc(C(=O)N=c2c(C#N)cc3c(=O)n4cccc(C)c4nc3n2Cc2ccco2)cc1 | 1%
O=[N+]([O-])c1ccc(S(=O)(=O)Nc2ccc(-c3csc(-c4ccccc4)n3)cc2)cc1 | -1%
Cc1cccc(-n2c(-c3cccc([N+](=O)[O-])c3)nc3nc4ccccc4nc32)c1 | -8%
Fc1cccc(CNc2ncnc3ccc(-c4cccc(Cl)c4)cc23)c1 | 0%
O=C(CCn1c(=S)[nH]c2cc3c(cc2c1=O)OCO3)N1CCc2ccccc2C1 | 1%
CCCCn1c(=N)n(CC(=O)c2ccc(OC)cc2)c2ccccc21 | 0%
Cc1c2c(nc3c(C(=O)NC4CCCCC4C)cnn13)CCCC2 (stereo unspecified) | -2%
Nc1ccc(Sc2ccccc2CC(=O)O)cc1 | 1%
Cc1nnc(Sc2nc3c(c(=O)[nH]c(=O)n3C)n2CCCc2ccccc2)s1 | 0%
COc1ccccc1N1CCN(C(=O)CC2NC3CCCCC3NC2=O)CC1 (stereo unspecified) | -3%
COc1cc(-c2nnc(NC(=O)c3ccc(S(=O)(=O)N4CCOCC4)cc3)o2)cc(OC)c1OC | 1%
Cc1ccc(NC(=O)COc2ccccc2C(=O)NCCN(C)C)cc1 | 2%
O=c1[nH]c2ccccc2c(O)c1-c1cc2ccccc2oc1=O | -5%
CCOc1ccc(N2CCCCn3c2nc2c3c(=O)[nH]c(=O)n2C)cc1 | -3%
Cc1c(C(=O)N2CC(C)OC(C)C2)sc2nc(-c3ccccc3)cn12 (stereo unspecified) | 0%
COC(=O)C1=C(C)N(Cc2ccco2)C(=O)N[C@H]1c1ccccc1 | 0%
O=C(O)C[C@@H]1C(=O)O[C@@H]2C(COC(=O)c3cc(O)c(O)c(O)c3)O[C@@H](OC(=O)c3cc(O)c(O)c(O)c3)[C@@H](OC(=O)c3cc(O)c(O)c4c3[C@H]1[C@H](O)C(=O)O4)[C@H]2OC(=O)c1cc(O)c(O)c(O)c1 (stereo partly specified) | -7%
